From PubChem BioAssay
LMPTP block: LMPTP phosphatase inhibitors, primary screen, biochemical, fluorescence intensity, uHTS; actives 0.22% (n = 360,000); recombinant LMPTP-A, OMFP fluorogenic substrate; AID 651560, 2012; Low molecular weight phosphotyrosine protein phosphatase (Homo sapiens), P24666; inhibition, % at 20 µM;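 active means compounds that cut the enzyme signal by at least half of the control window in the single-dose screen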;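 further: plate controls were DMSO wells with enzyme plus substrate for no effect and substrate without enzyme for full effect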
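test system = LMPTP-A | amount = 0.625 nM LMPTP-A final | reagent = fluorogenic phosphatase substrate OMFP at 400 µM final | incubation = 50 min at room temperature | benchmarks = no-enzyme low control, uninhibited high control | medium = Bis-Tris pH 6.0, DTT, detergent | signal = fluorescence intensity of OMFP turnover product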
SUMO1 PPI mod: modulators of SUMO1 protein-protein interactions, primary screen, biochemical, uHTS; SUMO1 binding to a labelled peptide, TR-FRET, 1 h; actives 0.33% (n = 360,000); Small ubiquitin-related modifier 1 (Homo sapiens), P63165; inhibition, % at 20 µM; in the data active means inhibition above about 37%
Target sequence (P63165 whole entry, looked up): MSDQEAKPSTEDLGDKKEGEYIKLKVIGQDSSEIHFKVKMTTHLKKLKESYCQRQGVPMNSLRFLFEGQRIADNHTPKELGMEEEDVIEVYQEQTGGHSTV
STEP inh: STEP phosphatase inhibitors, primary screen, biochemical, fluorescence intensity, uHTS; AID 588621, 2011; recombinant STEP, OMFP fluorogenic substrate; Tyrosine-protein phosphatase non-receptor type 5 (Homo sapiens), P54829; actives 0.25% (n = 360,000); inhibition, % at 20 µM;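 active means inhibition at 20 µM, scaled per plate between control wells, above about 37%, limit read from the data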;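 further: 0% = DMSO with enzyme and substrate and 100% = substrate only without enzyme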
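System: isolated STEP enzyme; schedule: 20 min enzyme reaction at room temperature, protected from light; medium: Bis-Tris buffer pH 6.0, 2.5 mM DTT, 0.005% Tween 20; signal: fluorescence, 480/540 nm; dosing: single compound dose of 20 µM, 1% DMSO final; also added: OMFP substrate, 25 µM final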
TbMetRS inhib: T. brucei MetRS inhibitors, primary screen, biochemical, luminescence; methionyl-tRNA synthetase (Trypanosoma brucei brucei); purified T. brucei MetRS, ATP depletion, Kinase-Glo luminescence; inhibition, % at 11.9 µM; actives 0.4% (n = 360,000); AID 624268, 2012;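 active means inhibition above a per-plate cutoff of the control wells' mean inhibition plus 3 SD, cut at about 5.5% in these data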;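 further: 0% = DMSO wells median and 100% = median of wells with control inhibitor compound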
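Dosing: 11.9 µM single point; system: parasite MetRS enzyme; technique: luminescence of leftover ATP; times: 15 min enzyme-compound preincubation, 2 h reaction, 10 min detection, 25 °C; replicates: each compound tested once; read-out basis: percent inhibition relative to median high and low control wells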
Scp1 inh: Scp-1 phosphatase inhibitors, primary screen, biochemical, colorimetric, uHTS. Recombinant Scp1, phosphopeptide, malachite green phosphate absorbance. AID 493091, 2011. actives 0.88% (n = 340,000). Carboxy-terminal domain RNA polymerase II polypeptide A small phosphatase 1 (Homo …. inhibition, % at 20 µM;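 active means inhibition above about 50% at 20 µM, limit read from the data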;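 further: plate controls were DMSO wells with enzyme for no effect and wells lacking enzyme for full effect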
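assay system = SCP-1 phosphatase catalytic domain, residues 76-261 | buffer or medium = 50 mM Tris acetate pH 5.5, 0.005% Tween-20, 10 mM MgCl2 | incubation = enzyme reaction 45 min at room temperature, colour 5 min, stabilisation 30 min | signal = Phosphate-binding colour reagent, absorbance read at 630 nm | measure = % inhibition at 20 µM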
CSN deneddyl inh: inhibitors of CSN-mediated cullin deneddylation, primary screen, biochemical, fluorescence polarization, uHTS. COP9 signalosome complex subunit 5 (Homo sapiens), Q92905. inhibition, % at 12.5 µM. actives 0.38% (n = 360,000). Purified CSN, SCF-Nedd8-OG deneddylation;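 active means pattern-corrected inhibition above about 35%, with an unprinted fluorescence ratio check between 0.5 and 1.5, limit read from the data, passing the limit was not always enough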;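 further: 0% = enzyme with substrate and 100% = substrate without enzyme; some results filed as inactive read as strong as hits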
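Assay system: Purified human Csn5 enzyme expressed in HEK293T cells | Amount: Enzyme 0.24 nM | Measured by: Fluorescence polarization readout | Medium: Tris/NaCl/DTT buffer, pH 7.5 | Compound dosing: One concentration, 12.5 µM, 0.25% DMSO | Times: 90 min incubation of compound, enzyme and substrate at room temperature | Control set: no-enzyme wells high, enzyme-with-substrate wells low | Read-out: % inhibition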
Rpn11 inh: Rpn11 (PSMD14) deubiquitinase inhibitors, primary screen, biochemical, fluorescence polarization, uHTS; 26S proteasome non-ATPase regulatory subunit 14 (Homo sapiens), O00487; actives 0.59% (n = 360,000); calls only at 20 µM; human 26S proteasome, Ub4-pepOG fluorescence polarization; 20S core pre-blocked with epoxomicin;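 active means inhibition at 20 µM, scaled to each plate's controls, above about 33%, limit read from the data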
Target sequence (O00487 whole entry, looked up): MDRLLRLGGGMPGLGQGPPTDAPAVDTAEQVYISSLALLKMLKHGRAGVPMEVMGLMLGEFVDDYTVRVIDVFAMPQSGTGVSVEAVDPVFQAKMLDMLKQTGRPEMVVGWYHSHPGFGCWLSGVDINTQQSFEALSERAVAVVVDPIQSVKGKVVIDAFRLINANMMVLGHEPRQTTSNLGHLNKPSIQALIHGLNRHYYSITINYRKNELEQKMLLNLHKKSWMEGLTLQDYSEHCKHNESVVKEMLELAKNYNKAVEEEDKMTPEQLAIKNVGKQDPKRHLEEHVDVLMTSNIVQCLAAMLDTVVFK
DNMT1 block: human DNMT1 methyltransferase inhibitors, primary screen, biochemical, molecular beacon, fluorescence, HinP1I cleavage, uHTS; actives 0.83% (n = 360,000); inhibition (reported as % activation of signal), % at 10 µM; in the data active means inhibition above about 50%
MLLE-PAM2 inh: inhibitors of PABP1 MLLE–PAM2 peptide binding, primary screen, biochemical, fluorescence polarization, FITC-PAM2, GST-MLLE | actives 0.36% (n = 360,000) | inhibition, % at 20 µM | Polyadenylate-binding protein 1 (Homo sapiens), P11940; in the data active means inhibition above about 35%, passing the limit was not always enough;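 further: plate controls were DMSO wells with GST-MLLE for no effect and wells lacking GST-MLLE protein for full effect; some results filed as inactive read as strong as hits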
Target sequence (P11940 whole entry, looked up): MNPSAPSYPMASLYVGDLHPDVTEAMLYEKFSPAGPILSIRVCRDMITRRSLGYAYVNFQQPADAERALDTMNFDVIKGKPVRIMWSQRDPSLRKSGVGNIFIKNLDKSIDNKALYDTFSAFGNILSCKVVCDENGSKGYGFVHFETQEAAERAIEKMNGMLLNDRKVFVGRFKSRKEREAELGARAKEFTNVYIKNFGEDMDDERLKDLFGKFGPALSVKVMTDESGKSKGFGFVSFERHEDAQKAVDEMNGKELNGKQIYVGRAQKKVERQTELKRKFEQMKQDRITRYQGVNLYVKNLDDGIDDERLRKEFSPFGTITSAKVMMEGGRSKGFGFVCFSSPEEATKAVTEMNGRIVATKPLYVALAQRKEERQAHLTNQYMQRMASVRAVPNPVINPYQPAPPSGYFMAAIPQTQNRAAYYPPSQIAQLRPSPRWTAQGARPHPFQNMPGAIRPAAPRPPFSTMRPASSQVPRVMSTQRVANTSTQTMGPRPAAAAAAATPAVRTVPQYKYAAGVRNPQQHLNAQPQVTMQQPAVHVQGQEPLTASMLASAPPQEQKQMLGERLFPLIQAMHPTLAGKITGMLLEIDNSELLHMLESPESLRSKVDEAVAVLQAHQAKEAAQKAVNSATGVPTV
NadD inh: inhibitors of S. aureus NadD, primary screen, biochemical, colorimetric, uHTS; purified NadD enzyme, colorimetric absorbance read-out; actives 0.78% (n = 360,000); Nicotinate-nucleotide adenylyltransferase NadD (Staphylococcus aureus N315); inhibition, % at 20 µM; in the data active means inhibition above about 26%; further: some compounds past the cut are filed as inactive
* hit, by the source's call; i = inactive; . = no result given; + = active, no number. Not all compounds are listed; the hit share may differ from the screen's.

SMILES	LMPTP block	SUMO1 PPI mod	STEP inh	TbMetRS inhib	Scp1 inh	CSN deneddyl inh	Rpn11 inh	DNMT1 block	MLLE-PAM2 inh	NadD inh
CC(C)NS(=O)(=O)c1ccc(OCC(=O)N2CCN(C)CC2)cc1	-1.2	3	0	1.9	-4	-1	i	-1	10	-2
CCCCOP(=O)(CN1CCOCC1)OCCCC	-2.3	0	0	-0.4	-15	-1	i	-2	17	3
CCN1CCN(Cc2cc3c(cc2[N+](=O)[O-])OCO3)CC1	-2.4	-15	1	-0.9	-5	2	i	-5	8	-6
CCCCn1c(O)c(C(=O)/C=C/c2ccc3c(c2)OCO3)c(=O)[nH]c1=O	-0.5	12	2	-0.1	5	8	i	-5	-16	4
CN(C)C1C(=O)C(C(N)=O)=C(O)C2(O)C(=O)C3=C(O)c4c(O)cccc4C(C)(O)C3C(O)C12 (stereo not given)	52*	8	6	-0.7	16	35	.	53*	21	1
CCOC(=O)C(NC(=O)CCl)(Nc1ccc(C(O)(C(=O)OCC)C(F)(F)F)cc1)C(F)(F)F (stereo not given)	-1.0	-2	-1	0.0	3	4	i	0	-6	-2
CCOC(=O)[C@]12Cc3cc(C)ccc3[C@H]1N(C1CCCCC1)C(=O)c1cc(OC)ccc12	5.3	14	.	0.4	.	0	.	.	.	5
CCCCOc1ccc(CC2C(=O)N(C)C(=O)N(C)C2=O)cc1	0.8	1	-13	-1.0	-6	-4	i	-10	4	-2
Cc1ccccc1C1=NCC(=O)N(CC(=O)N2CCCCC2)c2sc(C)c(C)c21	2.5	2	0	-0.7	-4	-4	i	-8	-9	1
CCOC(=O)C1(CCOc2ccccc2)CCN(Cc2ccc(C)s2)CC1	-0.7	0	2	-0.8	8	0	i	5	-19	-6
CN1CCCN(c2ccc([N+](=O)[O-])nc2)CC1	-0.5	-28	0	-1.1	-3	-4	i	0	0	-7
COc1ccc(CCNCc2ccc(C)s2)cc1OC	-0.4	2	-1	-0.9	3	-4	i	1	10	-3
CC(=O)OC1CCC2(/C=N/O)C(=CCC3C4CCC(=O)C4(C)CCC32)C1 (stereo not given)	-1.1	7	-2	-0.8	-10	17	i	-5	13	-8
Cc1nn(C)c(C)c1/C=C1/CC2C3CC=C4CC(O)CCC4(C)C3CCC2(C)C1=O (stereo not given)	0.3	0	0	-0.2	1	-2	i	-13	0	2
O=C(Cc1ccccc1)OCC(=O)c1ccc(F)cc1	-1.9	6	-1	-0.3	-18	2	i	3	-6	-2
CCCCCn1c(=O)c(C(=O)Nc2cnccn2)c(O)c2ccccc21	0.7	7	6	-0.1	-12	1	i	7	-4	-7
C(#CCN1CCCCC1)COCc1ccccc1	-1.8	1	-1	0.6	-3	-6	i	-1	5	-6
CC(C)c1ccc(N=Nc2c(O)[nH]c(=O)[nH]c2=O)cc1	1.1	-26	1	-0.5	1	3	i	-5	-9	2
Cn1cccc1/C=C1\C(=O)NC(=O)N(Cc2ccco2)C1=O	41	15	56*	-0.2	80*	54	i	104*	-20	5
COC(=O)C1=C(c2ccc3ccccc3c2)C[C@@H]2CC[C@H]1N2C(=O)NCCCOC(C)C	-2.6	1	0	-0.5	-9	3	i	0	9	-4
CC12CCC(=O)C=C1CCC1C2CCC2(C)C(O)(C(=O)CO)CCC12O (stereo not given)	-2.5	-4	-4	0.5	0	3	i	-1	0	1
O=C(Cc1ccccc1F)N1CCN(CC(=O)N2CCCC2)CC1	-2.0	7	3	-0.2	16	2	i	3	4	-4
COC(=O)C1=C(c2ccc(F)cc2OCc2ccccc2)C[C@@H]2CC[C@H]1N2C(=O)NCc1cccc(OC)c1	8.2	1	3	-0.2	-14	-3	i	-8	-13	-9
COc1cc(C2SCC(=O)Nc3c2c(C)nn3-c2ccccc2)cc(OC)c1OC (stereo not given)	-0.4	1	0	0.5	-3	1	i	1	5	-4
Cc1ccc2c(c1)C(c1ccccc1)NCC(=O)N2 (stereo not given)	-0.4	-1	-1	0.4	4	-4	i	3	10	0
The results go on.
SMILES	LMPTP block	SUMO1 PPI mod	STEP inh	TbMetRS inhib	Scp1 inh	CSN deneddyl inh	Rpn11 inh	DNMT1 block	MLLE-PAM2 inh	NadD inh
CCOC(=O)c1c(NC(NC(=O)CF)C(Cl)(Cl)Cl)sc2c1CCCC2 (stereo not given)	0.7	1	0	0.3	-8	5	i	-11	-136	-4
c1ccc(C(c2ccccc2)c2cccnc2)cc1	-0.1	3	2	-0.1	-2	0	i	0	9	2
Cc1ccc2c(c1)C1CN(C)CCC1N2C(=O)c1cn(-c2ccccc2)nc1-c1ccccc1 (stereo not given)	1.4	3	1	-0.7	2	8	i	-9	7	5
CC(C)(C)C(=O)N1Cc2cc(-c3ccccc3)ccc2-n2nncc2C1	-0.2	14	0	0.4	.	-4	i	13	-1	-9
O=C(Cc1ccccc1)N1CCN(Cc2cccc(Br)c2)CC1	-1.3	2	-2	-0.6	-11	0	i	-1	-5	-5
O=C(C(Cc1ccccc1)NS(=O)(=O)c1cccc2nsnc12)N1CCC2(CC1)OCCO2 (stereo not given)	0.5	-18	2	-1.2	-6	-3	i	-3	1	-4
CCCc1c(C)nc(SCC(=O)C(C)(C)C)nc1OC(=O)N(C)C	-0.9	2	1	0.1	-4	105	i	2	-9	-2
Nc1ccccc1C(=O)c1ccccc1	-1.5	-1	0	-0.1	-9	-2	i	-7	-1	-2
S=C(NCCc1ccccc1)N1Cc2cc(-c3ccccc3)ccc2-n2nncc2C1	3.8	-1	0	0.6	.	0	i	-18	-116	8
C=CCN1C(=O)NC(=O)/C(=C/c2cccn2C)C1=O	-1.1	-5	2	0.0	-5	-3	i	2	0	4
O=C(O)CCn1cc(C=C2C(=O)NC(=O)NC2=O)c(-c2cc3ccccc3oc2=O)n1	-0.1	-2	0	-0.2	0	4	i	2	13	5
N/C(=N\[N+](=O)[O-])N1CCN(C(=O)Oc2ccccc2)CC1	-0.6	0	-5	-0.1	9	3	i	-2	0	2
Cc1cc(=O)[nH]c(SCc2nc3ccccc3c(=O)n2-c2ccccc2C)n1	-1.2	3	-3	-0.8	-8	3	i	0	21	-8
COc1cccc(-n2c(C)nc3ccccc3c2=O)c1	-0.8	3	-3	-0.7	-5	0	i	5	6	1
O=C(COc1ccc(Cl)cc1)N1CCN(C/C=C/c2ccccc2)CC1	1.3	-2	-2	-0.1	6	0	i	0	-2	-4
CC1(C)NC(=S)C(C)(C)N1N=O	-0.8	0	-3	0.0	-8	0	i	0	27	-2
CCOc1ccc(N2C(=O)CC(=O)NC2=O)cc1	-1.1	2	2	-1.2	-10	4	i	0	-19	4
Cc1ccccc1-c1ccc2c(c1)C1c3c(-c4ccccc4)nnn3-c3ccccc3C(=O)N1CC2 (stereo not given)	3.4	3	5	-1.3	.	2	i	-13	2	27
C=CC12CN(C)[C@@H]3C4CO[C@H](C[C@H]41)[C@]1(C(=O)Nc4ccccc41)[C@@H]32 (stereo not given in full)	-1.7	0	9	0.1	-4	6	i	15	4	3
O=c1c2ccccc2nc(-c2ccccc2)n1-c1cccc(O)c1	-0.4	3	0	0.1	-4	-5	i	0	14	1
C[C@H]1CC[C@@]2(C)[C@@H](CC[C@@H]3[C@@H]2CC[C@]2(C)[C@@H](O)CC[C@@H]32)C1	5.0	7	2	-0.2	-14	0	i	-1	-4	-3
O=C(N/N=C/c1c(O)n(C2CCCCC2)c(=S)[nH]c1=O)c1ccccc1	-0.7	-8	3	-0.2	-4	8	+	-7	-12	3
Cc1nc2ccccc2c(=O)n1/N=C/c1cc(Br)cc(Br)c1O	0.8	7	1	0.5	-15	35	.	-1	-92	2
C=CCn1c(O)c(C=Nc2ccc(OC)cc2C)c(=O)[nH]c1=O	-2.4	-10	1	-0.9	0	-1	i	5	2	1
CN(C)S(=O)(=O)c1cc(C(=O)N2CCC(C(=O)O)(c3ccccc3)CC2)ccc1Cl	0.0	-1	-1	-0.5	-3	6	i	-2	-4	7

Look-ups from the entries so far:
Cc1ccc2c(c1)C1CN(C)CCC1N2C(=O)c1cn(-c2ccccc2)nc1-c1ccccc1 (stereo not given) in TbMetRS inhib reads -0.7
O=C(Cc1ccccc1)N1CCN(Cc2cccc(Br)c2)CC1 in TbMetRS inhib reads -0.6

The listing continues.
SMILES	LMPTP block	SUMO1 PPI mod	STEP inh	TbMetRS inhib	Scp1 inh	CSN deneddyl inh	Rpn11 inh	DNMT1 block	MLLE-PAM2 inh	NadD inh
NP(=O)(OCC(F)(F)F)Oc1cccc2ccccc12 (stereo not given)	-1.6	-3	-3	-0.8	0	-8	i	1	4	-6
CN1CCC(N(C)c2ncnc3ccc(Br)cc23)CC1	-5.6	-5	2	-1.2	5	0	i	-2	-3	2
COC(=O)C1=C(c2cccc(NC(C)=O)c2)C[C@@H]2CC[C@H]1N2C	0.9	-1	0	-0.2	-6	2	i	-3	-3	0
NC(=O)c1ccc(OCCC(O)N2CC=C(c3ccc(F)cc3)CC2)cc1 (stereo not given)	0.0	-2	-1	-1.4	-1	2	i	-6	8	-5
COC(=O)C1=C(c2cc3ccccc3o2)C[C@@H]2CC[C@H]1N2C(=O)NCc1ccc(F)cc1	2.0	-7	2	-0.3	-3	-5	i	-1	-13	-2
COCc1cc(C2SCC(=O)Nc3c2c(=O)[nH]n3C(C)C)ccc1OC (stereo not given)	-1.1	-3	-1	-1.1	-1	-1	i	23	9	3
Cc1c(C(=O)N2CCC3(CC2)OCCO3)oc2ccc(S(=O)(=O)N3CCCCC3)cc12	0.4	11	-2	-0.3	-7	4	i	2	1	-5
